SIRT5 block: inhibitors of human sirtuin-5 desuccinylase; Q9NXA8; Purified SirT5, succinyl-peptide AMC, trypsin-coupled fluorescence; inhibition, % at 15 µM; hit rate 1.1% among 330,000; AID 652115; in the data active = inhibition above about 15%; inconclusive = no clear call, values can overlap the other calls
Target sequence (Q9NXA8 whole entry, looked up): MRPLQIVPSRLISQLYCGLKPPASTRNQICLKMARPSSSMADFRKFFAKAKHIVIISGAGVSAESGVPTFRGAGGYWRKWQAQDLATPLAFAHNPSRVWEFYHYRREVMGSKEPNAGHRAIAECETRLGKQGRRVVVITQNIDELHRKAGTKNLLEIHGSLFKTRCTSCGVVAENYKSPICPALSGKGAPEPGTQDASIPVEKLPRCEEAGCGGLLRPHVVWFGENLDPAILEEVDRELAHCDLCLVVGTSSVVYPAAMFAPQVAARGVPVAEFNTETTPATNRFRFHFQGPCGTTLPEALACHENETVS
DENV2 CPE rescue: DENV2-induced cell death inhibition. DENV2-infected cells, cytopathic effect rescue, plate reader. CPE inhibition, % at 9.99 µM. hit rate 1.7% among 350,000. AID 651640; in the data active = CPE inhibition above about 20%, passing the limit was not always enough; inconclusive = no clear call, values can overlap the other calls; tested in BHK-21 cells;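 note: 0% = median of neutral control wells and 100% = median of positive control wells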
miR122 inh: inhibitors of miR-122 in Huh7 cells. Huh7 miR-122 Renilla luciferase sensor, 48 h; neutral wells = 0, positive control = 100. activation (reporter increase), % at 12.5 µM. hit rate 0.3% among 340,000. AID 602342;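 active = mean replicate activation score at least 90 and every replicate individually at or above 90; inconclusive = only one of the two criteria met; inactive = neither criterion met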;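 note: higher luciferase means less miR-122 activity so hits act as miR-122 inhibitors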
CASP6 VEID inh: caspase-6 (human) enzyme inhibition; P55212; purified caspase-6, Z-VEID-R110 cleavage fluorescence; inhibition, % at 12.5 µM; hit rate 0.53% among 350,000; AID 686996;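 active = mean inhibition across replicates at least about 35%, with every replicate also reaching that limit, limit read from the data; inconclusive = only one of the two criteria met; inactive = neither criterion met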;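 note: 0% = median of neutral control wells and 100% = no fluorescence left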
Target sequence (P55212 24-179 limits assumed): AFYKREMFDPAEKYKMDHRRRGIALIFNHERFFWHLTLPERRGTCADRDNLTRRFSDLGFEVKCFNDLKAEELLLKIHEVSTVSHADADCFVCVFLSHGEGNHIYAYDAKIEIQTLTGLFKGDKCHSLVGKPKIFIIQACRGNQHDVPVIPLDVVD
Target sequence (P55212 194-293 limits assumed): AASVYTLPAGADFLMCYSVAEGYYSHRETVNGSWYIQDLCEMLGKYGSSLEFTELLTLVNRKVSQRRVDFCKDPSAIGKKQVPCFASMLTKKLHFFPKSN
ERAP1 inh: inhibitors of human ERAP1 aminopeptidase; Q9NZ08; inhibition, % at 10.7 µM; recombinant ERAP1, Leu-AMC fluorescence, 60 min; hit rate 0.15% among 340,000;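 active = mean replicate inhibition of at least 30%, or all replicates individually reaching that 30% level; inactive = mean below 30% and not every replicate reaching it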;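 note: 0% = neutral control wells and 100% = L-leucinethiol positive control wells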
F508del corr: CFTR F508del correction in bronchial cells | CFBE cells, YFP halide quenching; stimulated with forskolin plus potentiator P3; % fluorescence drop versus neutral controls | activity (quench increase), % at 7.58 µM | hit rate 0.36% among 350,000 | AID 720511;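 active = mean added fluorescence quench of at least 8% versus neutral control, with both replicates also reaching 8%; inconclusive = only one of the mean or replicate conditions met; inactive = mean below 8% and not both replicates reaching 8%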;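 note: cells transiently co-express mutant CFTR-F508del with the halide-sensitive YFP; corrector assay measuring rescue of mutant channel to the surface after 24 h compound exposure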
ERp5 inh: blocks human ERp5 reductase activity on insulin; ERp5 insulin aggregation, absorbance 650 nm, 90 min; inhibition, % at 9.99 µM; hit rate 0.05% among 350,000; AID 651711; Q15084;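 active = mean replicate inhibition above about 25%, with every replicate also reaching it, limit read from the data, passing the limit was not always enough; inconclusive = only one of those two criteria met; inactive = neither criterion met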
Target sequence (Q15084 whole entry, looked up): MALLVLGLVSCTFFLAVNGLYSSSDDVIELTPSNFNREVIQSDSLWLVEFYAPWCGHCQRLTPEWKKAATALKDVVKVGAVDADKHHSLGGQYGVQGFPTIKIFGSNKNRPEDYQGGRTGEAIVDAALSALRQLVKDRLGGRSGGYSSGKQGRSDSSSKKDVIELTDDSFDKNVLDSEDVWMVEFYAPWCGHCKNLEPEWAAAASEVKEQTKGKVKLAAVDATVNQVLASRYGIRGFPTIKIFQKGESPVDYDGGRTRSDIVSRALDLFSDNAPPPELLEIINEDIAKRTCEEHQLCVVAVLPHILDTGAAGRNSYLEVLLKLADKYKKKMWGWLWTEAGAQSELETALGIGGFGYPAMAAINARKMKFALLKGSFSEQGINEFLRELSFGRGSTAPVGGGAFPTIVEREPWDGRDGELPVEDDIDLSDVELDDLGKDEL
Active calls of the source: *; ? = inconclusive; . = not tested or not shown; [ ] = remark or other dose.

SMILES	SIRT5 block	DENV2 CPE rescue	miR122 inh	CASP6 VEID inh	ERAP1 inh	F508del corr	ERp5 inh
Cc1ccc(NC(=S)N(CCCN(C)C)Cc2cc3cc4c(cc3[nH]c2=O)OCO4)c(C)c1	-1	-6	.	-7	.	-1.4	-5
CCNC(=O)COc1ccc(CC)cc1	0	11	.	-1	0	.	-1
CC1CCN(C(=O)c2[nH]cnc2C(=O)NCCCCCNC(=O)OC(C)(C)C)CC1	.	-11	-2	-4	-4	0.3	6
O=C1OC(CC(=O)N(Cc2nnc(-c3ccc(Cl)cc3)o2)C2CC2)c2ccccc21 (configuration not stated)	2	13	-2	-2	-2	3.9	-21
CN(CCCC(=O)N1CCN(c2ncccn2)CC1)S(=O)(=O)c1ccc(F)cc1	5	7	0	0	1	3.7	-2
C[C@@H]1CCCCO[C@H](CN(C)S(=O)(=O)c2ccc(F)cc2)[C@H](C)CN([C@@H](C)CO)C(=O)c2cc(NC(=O)NC3CCCCC3)ccc2O1	1	-11	-7[16.7 µM]	0	2	3.1	-3
COc1cc(NC(=O)CSCC(=O)N(C)C2CCCCC2)cc(OC)c1	1	?	-4	-2	3	-3.4	2
O=C(OCC1CC(c2ccccn2)=NO1)c1ccc(Br)cc1 (configuration not stated)	1	6	-1	4	13	2.1	2
Cc1c(NC(=O)C(C)OC(=O)c2cc(-c3cccc4ccccc34)nc3ccccc23)c(=O)n(-c2ccccc2)n1C (configuration not stated)	0	.	.	-2	5	.	0
CCC1CCC/C1=N\NC(=O)c1ccoc1C (configuration not stated)	-3	4	-8	0	2	-0.1	5
COc1ccc(C(C)=O)cc1Cn1c(C)c(C(=O)NCc2cccc(C(F)(F)F)c2)sc1=O	.	-4	.	-1	.	-2.4	1
Cc1ccc(N2CC(O)=C(c3nc4ccccc4c(=O)[nH]3)C2=N)cc1C	-1	0	-8	2	-2	-1.1	2
COc1ccc(-c2nc3ccccc3c(=O)n2CCOc2ccccc2C)cc1	-1	-5	5	2	0	2.6	-1
COc1ccc(NC(=O)CN(c2ccc(C(C)C)cc2)S(=O)(=O)c2c(C)noc2C)cc1OC	.	7	-4	1	.	-0.2	2
CC(C)CCN(C)[C@H]1C[C@H]2c3[nH]c4ccccc4c3CCN2C[C@H]1[C@H](C)O	-1	4	.	-5	-1	-2.6	1
C/C(=N/Nc1nc(C)cc(C)n1)c1ccc(Br)cc1	2	-1	-2	0	1	-1.7	2
CCCCn1c(N)c(N(CCOC)C(=O)CN2C(=O)c3ccccc3C2=O)c(=O)[nH]c1=O	-1	1	-5	1	5	0.2	-8
Cc1cc(CNCc2c(C(=O)N(C)Cc3ccccc3)nc3ccccn23)nn1C	-2	.	.	-2	-2	-4.7	-3
COc1ccc(S(=O)(=O)N2CCCC2)cc1Br	-1	-2	-4	-2	-1	4.8	6
O=C(O)c1ccccc1OCCN1CCCC1=O	-2	-4	.	0	-4	1.2	-3
CC(C)(C)S(=O)(=O)/C(C#N)=N/Nc1ccc(Cl)cc1	1	-7	.	2	6	2.7	3
CCCCN(C(=O)CC1CCCCC1)c1c(N)n(CCCC)c(=O)[nH]c1=O	-4	3	1	0	2	0.1	-2
COc1ccc(C(=O)C2CCN(C(=O)c3ccc(F)cc3)CC2)cc1	0	-4	6	-2	1	-0.5	2
N#Cc1ccc(NC2c3ccccc3CC2O)cc1 (configuration not stated)	4	4	-9	2	-3	0.3	2
CO[C@H]1CN(C)C(=O)c2cc(NC(=O)NC(C)C)ccc2OC[C@@H](C)N(C(=O)CN(C)C)C[C@@H]1C	6	1	.	1	0	-4.2	1
C=C1[C@H](C)CN(S(=O)(=O)C(C)(C)C)[C@H]1CCO	-1	-6	-5	-1	-4	1.2	-8
Cc1ccc(CONC(=O)c2cccc([N+](=O)[O-])c2)cc1	0	-3	.	1	-4	2.5	-19
Cc1cc2nc3c(=O)n(CCc4ccccc4)c(=O)[nH]c3nc2cc1N	-3	2	-5	-3	-2	0.3	-2
CCCC#Cc1ccc([C@@H]2[C@H](CO)N3CCCCN(S(=O)(=O)CC)C[C@@H]23)cc1	-1	-9	2[16.7 µM]	0	1	0.1	-4
Cc1cccc(N/C=C/C(=O)c2ccc(Cl)cc2)c1	-4	?	2	-2	0	2.3	0
COc1cccc(C(=O)Nc2ccccc2C(=O)NCC2CCCO2)c1 (configuration not stated)	-4	10	-4	0	1	1.5	1
C[C@@H](NC(=O)[C@@H]1CCCN1C(=O)[C@@H]1CCCN1C(=O)c1ccccc1)c1ccccc1	-6	19	.	-5	-4	1.9	5
CCS(=O)(=O)N1CC(=O)N2[C@H](CO)[C@@H](c3ccc(-c4ccc(C)cc4)cc3)[C@H]2C1	-3	-4	.	-2	0	-1.7	-2
CC1CCN(S(=O)(=O)c2ccc(C(=O)OC(C)C(=O)N(C)C3CCCCC3)cc2)CC1 (configuration not stated)	-4	-3	-4	2	1	2.8	-1
O=C1CN(c2nc3ccccc3n3cnnc23)CC(=O)N1CCc1ccccc1	-1	-3	-4	1	0	4.1	-3
CC1CCCC(NC(=O)COC(=O)c2ccc(Br)o2)C1C (configuration not stated)	-7	-1	1	-4	-4	5.8	-8
COc1ccc(C(=O)c2sc(Nc3ccc(NC(C)=O)cc3)nc2C)cc1	-4	1	6	4	-1	-0.7	1
CCNC(=O)Nc1ccc2c(c1)C(=O)N(C)[C@H]1CC[C@@H](CC(=O)NCC3CC3)O[C@@H]1CO2	.	6	23[16.7 µM]	.	.	0.3	.
COc1cccc(NC(=O)C[C@@H]2CC[C@@H]3[C@H](COc4ccc(NC(=O)C5CCCCC5)cc4C(=O)N3C)O2)c1	1	-3	-4[16.7 µM]	0	-3	0.3	-5
O=C(Cn1nnc(-c2ccccc2F)n1)NCCc1ccccc1	-1	-1	2	1	-4	-5.3	2
C[C@H](CO)N1C[C@H](C)[C@@H](CN(C)S(=O)(=O)c2cccs2)OCCCC[C@H](C)Oc2ccc(NC(=O)CCC(F)(F)F)cc2C1=O	5	6	1[16.7 µM]	8	4	3.7	7
O=C1c2ccccc2C(=O)N1CCSc1nc2ccccc2c(=O)n1CCCN1CCOCC1	2	2	.	1	2	-2.7	3
Cc1c(C(=O)O)sc(S(=O)(=O)N2CCN(C(=O)Cc3ccccc3Cl)CC2)c1C(=O)O	3	-1	3	7	-4	-1.1	0
N#C[C@@H]1[C@@H](c2ccc(C#Cc3ccccc3F)cc2)[C@H](CO)N1C(=O)C1CCCCC1	3	3	.	1	6	-0.6	-3
COc1ccc(CCC(=O)NCCOc2ccc(C)cc2)cc1	-2	4	.	6	-2	-0.3	5
O=C(CN1C(=O)NC2(CCCCC2)C1=O)N1CCOCC1	-1	?	.	-2	-2	3.1	1
C[C@@H]1CN([C@H](C)CO)C(=O)Cc2cc(NC(=O)CCN3CCOCC3)ccc2O[C@H]1CN(C)C(=O)Nc1ccc(C(F)(F)F)cc1	-6	2	3[16.7 µM]	1	0	1.8	-2
Cc1cc(NC(=O)NN2CCOCC2)nn1-c1c(Cl)cccc1Cl	-6	-6	.	-1	1	-0.8	1
COC(=O)[C@]12C[C@H](CC(=O)NCCc3ccccc3OC)C(=O)N(Cc3ccc4c(c3)OCO4)C1=C[C@H](C(C)(C)C)O[C@@H]2C	.	6	.	-1	5	5.3	8
CCOC(=O)C1CCN(C(=O)c2cccc(S(=O)(=O)N3CCCc4ccccc43)c2)CC1	-2	-2	-11	-115	1	3.3	4
O=C(Cn1ccccc1=O)Nc1ccc(Cl)c(S(=O)(=O)N2CCCCC2)c1	-2	?	5	2	-2	1.9	-10
CO[C@H]1CN(C)C(=O)c2ccc(NC(=O)C3CCCCC3)cc2OC[C@@H](C)NC[C@H]1C	0	?	-3[16.7 µM]	4	-3	-0.9	3
S=C(NCc1cccnc1)Nc1cccc(Cl)c1	-2	.	.	-3	0	.	-12
c1ccc(COc2ncnc3c2ncn3CCCNCc2ccc3c(c2)OCO3)cc1	-4	9	-2	-3	0	0.9	-9
OC[C@@H]1[C@H](c2ccc(-c3cccnc3)cc2)[C@H]2CN(Cc3ccccn3)CCCCN12	-3	?	3[16.7 µM]	7	-1	-2.6	0
Cc1cccc(N(C)C(=O)CN2C(=O)COc3ccc(S(=O)(=O)N4CCCCCC4)cc32)c1	-1	9	.	7	0	5.2	2
COc1ccccc1N1C(=O)CC(c2ccccc2)CC1=O	.	?	-8	-2	.	-2.0	-1
COc1ccccc1CNC(=O)C[C@H]1CC[C@H]2[C@@H](COC[C@@H](O)CN2C(=O)Nc2ccc(F)cc2)O1	2	4	-4[16.7 µM]	3	-2	-1.0	-1
COc1ccc(NC(=S)Nc2ccc(S(=O)(=O)N3CCCCC3)cc2)cc1	-13	-8	.	-1	4	-2.1	1
CCCNC(=O)Nc1ccc2c(c1)C(=O)N(C)C[C@@H](OC)[C@H](C)CN(C)[C@@H](C)CO2	-5	-1	-26[16.7 µM]	-6	2	-1.0	-3
More compounds follow:
SMILES	SIRT5 block	DENV2 CPE rescue	miR122 inh	CASP6 VEID inh	ERAP1 inh	F508del corr	ERp5 inh
OCc1cn(-c2ccccc2)nn1	-2	8	.	-2	2	.	-1
O=[N+]([O-])c1ccccc1S(=O)(=O)Nc1ccn(Cc2c(F)cccc2Cl)n1	-1	-3	-2	-2	-4	-1.2	-19
Cc1cc(C(=O)NNC(=O)C2CCCC2)c(C)o1	-2	-2	5	3	-1	-1.5	-5
COc1ccc(-c2ccc(SC)nn2)cc1	5	-2	-7	0	1	-2.2	-3
COc1ccc(CN2C(=O)CCC2(C)c2nnnn2-c2ccc3c(c2)OCCO3)cc1OC (configuration not stated)	.	-1	.	-2	-5	0.5	4
COc1ccc(NC(=O)[C@H](C)NC(=O)C2CCN(S(=O)(=O)c3ccc(C)cc3)CC2)cc1	-1	4	-1	.	-1	-1.3	-1
Cc1nc(CCNC(=O)C2CCC(=O)N(Cc3ccc(Cl)cc3)C2)sc1C (configuration not stated)	3	14	9	3	0	-1.8	-4
CC(=O)c1cccc(S(=O)(=O)N(C)C2CCN(C)CC2)c1	-1	9	-2	-29	0	1.6	2
O=C(c1ccc2c(=O)n(CCc3ccccc3)c(=O)[nH]c2c1)N1CCN(c2ccc(F)cc2)CC1	-2	-5	-12	2	-4	-0.7	5
CCOc1cccc(/C=N/N2CCN(c3ccc(Cl)cc3)CC2)c1O	-5	-3	-5	1	-3	-0.6	-1
Cc1ccc(NC(=O)CNC(=O)c2cccs2)c(O)c1	2	-2	-1	5	0	-1.3	6
C[C@H](CO)N1C[C@H](C)[C@@H](CN(C)CC2CCCCC2)Oc2ccc(NC(=O)Cc3cn(C)c4ccccc34)cc2CC1=O	4	-5	-30[16.7 µM]	-6	-1	-3.1	-3
CCOc1ccc(NC(=S)NCc2ccc3[nH]c(C)cc3c2)cc1	-8	3	-3	-4	1	1.9	3
Cc1ccc(NC(=O)c2ccc(OCc3c(C)noc3C)cc2)nc1	-8	-2	-8	-5	-2	-0.2	-12
CN(C)CCCNC(=O)C[C@@H]1CC[C@@H](NC(=O)Cc2cccnc2)[C@@H](CO)O1	0	6	.	-2	4	1.8	-1
CCOC(=O)C(=CNNc1ccsc1C(=O)OC)C(=O)OCC	1	2	.	3	0	1.2	-1
C[C@@H]1CN([C@@H](C)CO)C(=O)Cc2cc(NS(=O)(=O)c3ccc(F)cc3)ccc2O[C@H]1CN(C)C(=O)Nc1ccc(C(F)(F)F)cc1	6	?	2[16.7 µM]	.	-1	0.3	-4
CO[C@@H]1CN(C)C(=O)c2ccc(NS(=O)(=O)c3ccc(F)cc3)cc2OC[C@@H](C)NC[C@@H]1C	-5	15	.	2	3	2.2	1

Entries of single compounds, quoted from the list. Order of screens: SIRT5 block | DENV2 CPE rescue | miR122 inh | CASP6 VEID inh | ERAP1 inh | F508del corr | ERp5 inh
`Cc1ccc(NC(=O)c2ccc(OCc3c(C)noc3C)cc2)nc1` reads -8 | -2 | -8 | -5 | -2 | -0.2 | -12
`CCOc1ccc(NC(=S)NCc2ccc3[nH]c(C)cc3c2)cc1` reads -8 | 3 | -3 | -4 | 1 | 1.9 | 3
`CCOC(=O)C(=CNNc1ccsc1C(=O)OC)C(=O)OCC` reads 1 | 2 | . | 3 | 0 | 1.2 | -1

Screens deposited in PubChem by Broad Institute.
